Eya2 phos inh: blocks the phosphatase activity of human Eya2; O00167; recombinant Eya2, OMFP fluorescence dephosphorylation (OMFP is methylfluorescein phosphate); Potency, µM (highest dose often 76.9 µM), for inactives: at the highest dose activity, negative = inhibition, usual class: inhibitors; hit rate 0.006% among 330,000; note: potency is the fitted concentration of half-maximal effect; % is set by controls: 0 for no effect and ±100 for the full control effect
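Eya2 (0.2 uM) preincubated 10 min at ambient with compound, then OMFP substrate added at 50 uM; 10 min reaction in 50 mM HEPES pH 7.5, 50 mM NaCl, 5 uM MgCl2, 0.05% BSA, 1 mM DTT. Fluorescence read at Ex 485/Em 525 nm.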
USP2a block: blocks human ubiquitin-specific protease USP2a; O75604; USP2 core, Ub-CHOP2 coupled fluorogenic reporter, 485/531; Potency, µM (titrated, usually from 38.3 µM), without a hit: at the highest dose activity change, negative = inhibition, usual class: inhibitors; hit rate 0.01% among 330,000; AID 463254;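 note: potency is the fitted concentration of half-maximal effect; plate controls were DMSO wells for no effect and full inhibition by NEM control for full effect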
Target sequence (O75604 whole entry, looked up): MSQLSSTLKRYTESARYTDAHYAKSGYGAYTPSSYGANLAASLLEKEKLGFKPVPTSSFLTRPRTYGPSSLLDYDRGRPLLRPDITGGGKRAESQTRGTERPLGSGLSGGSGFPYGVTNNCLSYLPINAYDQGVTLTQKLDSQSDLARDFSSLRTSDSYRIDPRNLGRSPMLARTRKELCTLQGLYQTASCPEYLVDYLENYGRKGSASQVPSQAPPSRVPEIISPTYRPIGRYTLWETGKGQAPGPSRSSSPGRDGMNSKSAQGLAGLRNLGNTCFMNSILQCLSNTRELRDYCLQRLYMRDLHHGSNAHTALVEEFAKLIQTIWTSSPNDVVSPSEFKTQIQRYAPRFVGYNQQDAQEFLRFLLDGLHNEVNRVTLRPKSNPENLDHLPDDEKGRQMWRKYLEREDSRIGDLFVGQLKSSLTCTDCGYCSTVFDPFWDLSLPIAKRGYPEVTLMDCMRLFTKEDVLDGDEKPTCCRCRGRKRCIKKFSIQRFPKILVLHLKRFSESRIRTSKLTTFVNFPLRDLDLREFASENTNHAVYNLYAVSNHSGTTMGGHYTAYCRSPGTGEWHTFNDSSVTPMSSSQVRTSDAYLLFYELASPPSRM
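USP2 core (10nM final) preincubated 30min RT with compound in 20mM Tris-HCl pH 8.0, 2mM CaCl2, 2mM beta-mercaptoethanol, 0.05% CHAPS; 25nM Ub-CHOP2 plus 25nM reporter substrate added, fluorescence (Ex485/Em531) read after 60min.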
uPA generation: inhibitors of cell surface uPA generation; AID 540303; Potency, µM (top dose mostly 38.3 µM), for inactives: at the top dose activity change, negative = inhibition, hits mostly inhibitors; cell surface uPA generation assay, qHTS; hit rate 0.31% among 330,000; active = well fitted inhibition curve with a large enough effect; inconclusive = small, poorly fitted or top-dose-only effect; inactive = no such curve, though single readings can be large or run the other way; tested in mouse RAW 264.7 cells; note: potency is the fitted concentration of half-maximal effect; % is set by controls: 0 for no effect and ±100 for the full control effect; nearly all actives have a fitted effect of over 55% in size
BCR signal inh: chronic active BCR signaling inhibition | AID 493014 | ABC-DLBCL IkBa-CBG/CBR reporter, luminescence ratio, 4 h | hit rate 0.05% among 340,000 | Potency, µM (titrated, usually from 46.1 µM), for the others: top-dose ratio change, negative = lower green/red ratio, hits mostly inhibitors; active = well fitted inhibition curve with a large enough effect in the signal ratio, with a control signal flat, not every such curve was filed as active; inconclusive = small, poorly fitted or top-dose-only effect, or effect the other way, or a change in a side signal; the % refers to the signal ratio;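 note: potency is the fitted concentration of half-maximal effect; plate controls were basal doxycycline-induced cells for no effect and cells given 10 µM MG132 for full effect; MG132 reads +100%, hits lower the ratio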
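Concentration-response series (up to 46 uM) were applied to TMD8 dual-reporter cells for 4 h at 37C with doxycycline. Green/red ratio, after filter-overlap correction, defined %Activity; red signal alone was normalised to basal cells and zero luminescence.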
Mito fusion yeast: mitochondrial division inhibition or fusion activation; S. cerevisiae fusion-defective mutant growth rescue, CellTiterGlo 48 h; Potency, µM (titrated, usually from 46.1 µM), for inactives: at the top dose growth rescue (activation), actives largely listed as activators; hit rate 0.23% among 320,000; AID 485298;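 note: potency is the fitted concentration of half-maximal effect; % of control where 0% means no effect; nearly all actives have a fitted effect of over 45% in size; temperature-sensitive fusion mutants such as fzo1-1 at 37 °C on non-fermentable ethanol glycerol medium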
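Temperature-sensitive fusion-defective S. cerevisiae (e.g. fzo1-1, mgm1-5) were grown with compound in YPEG medium (3% ethanol, 3% glycerol) for 48 hours at 37C. Growth rescue was measured as viability by CellTiterGlo luminescence after 10 minutes at ambient.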
Tb PFK inh: T. brucei PFK enzyme inhibition | O15648 | T. brucei PFK, ADP-Glo luminescence | Potency, µM (doses to about 57.5 µM), for the others: at the top dose activity, negative = inhibition, most hits filed as inhibitors | hit rate 0.17% among 330,000;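 note: potency is the fitted concentration of half-maximal effect; 0% = uninhibited 1x PFK enzyme wells and -100% = no-enzyme wells; nearly all actives have a fitted effect of over 60% in size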
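Activity is normalized to no-enzyme wells (full inhibition) and 1.25 nM enzyme wells (no inhibition). Reaction: 0.5 mM F6P, 0.1 mM ATP, 45 min RT, ADP-Glo luminescence; concentration-response curves fitted and classed by quality.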
B2AR arrestin: recruits beta-arrestin to the human beta2-adrenergic receptor; hit rate 0.02% among 330,000; Potency, µM (doses to about 46.1 µM), for inactives: at the top dose activation, hits mostly activators; P07550; beta-arrestin recruitment to beta2AR, cell-based reporter;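 note: potency is the fitted concentration of half-maximal effect; 0% = DMSO controls and full agonism = EC100 isoproterenol or metaproterenol; nearly all actives have a fitted effect of over 65% in size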
Target sequence (P07550 whole entry, looked up): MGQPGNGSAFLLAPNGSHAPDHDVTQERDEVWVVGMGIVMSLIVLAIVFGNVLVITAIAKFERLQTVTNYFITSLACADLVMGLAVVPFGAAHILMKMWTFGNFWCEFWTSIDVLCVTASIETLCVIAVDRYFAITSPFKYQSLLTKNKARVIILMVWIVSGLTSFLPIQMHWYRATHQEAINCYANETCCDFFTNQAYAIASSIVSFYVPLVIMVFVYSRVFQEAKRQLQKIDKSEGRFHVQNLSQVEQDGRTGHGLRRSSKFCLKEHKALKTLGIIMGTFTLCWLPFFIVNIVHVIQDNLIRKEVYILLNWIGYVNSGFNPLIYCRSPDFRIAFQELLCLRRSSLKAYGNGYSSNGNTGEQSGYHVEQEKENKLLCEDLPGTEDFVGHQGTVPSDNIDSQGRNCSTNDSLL
TCR activator: activators of T cell receptors | primary human leukocytes, anti-CD3, IL-2 HTRF, 48 h | Potency, µM (highest dose often 9.22 µM), without a hit: at the top dose activation of IL-2 secretion, most hits filed as activators | 330,000 tested, under 10 active | AID 504894; note: % of control where 0% means no effect
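Primary human leukocytes receive a-CD3 beads and test compound and are incubated 48 hr. Secreted IL-2 is then assayed by HTRF, measuring 665nm acceptor emission after 320nm excitation of the europium donor.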
ELG1 DNA repair: blocks ELG1-dependent DNA repair in HEK293T cells. HEK293T ELG1-luciferase reporter, luminescence, 16 h; DNA damage induced by 5-fluorouridine. Potency, µM (doses to about 46.1 µM), without a hit: top-dose activity change, negative = inhibition, usual class: inhibitors. hit rate 2.3% among 330,000; note: potency is the fitted concentration of half-maximal effect; % is set by controls: 0 for no effect and ±100 for the full control effect; nearly all actives have a fitted effect of over 55% in size
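5-Fluorouridine DNA damage + compound/DMSO, 2,000 cells/well, 16 h, 37 °C/5% CO2. ONE-Glo, 30 min RT, luminescence. Readout = decrease in reporter signal.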
TSHR antagonist: blocks TSH signaling through the human TSH receptor; hit rate 0.2% among 330,000; P16473; TSHR-expressing cells, TSH-stimulated cAMP HTRF, 2 h; hits give low values; activity change, negative = inhibition, % at 11.5 µM;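 active = activity change below a set negative limit, meaning inhibition stronger than a set level, cut at about -70% in these data; inconclusive = activity change between two set negative limits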; note: % is set by controls: 0 for no effect and ±100 for the full control effect
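Freshly harvested TSHR cells receive pin-tooled compound, then EC80 TSH at 4nM final. After 2 hours at 37 deg C, antibody in lysis buffer and cAMP-d2 are added; 30 minutes at ambient temperature precede the HTRF read.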
TSG101-PTAP inh: blocks PTAP/TSG101 interaction to inhibit HIV-1 budding; Fluorescence polarization, FITC-PTAP peptide / Tsg101 binding; Potency, µM (doses to about 115 µM), for inactives: top-dose activity change, negative = inhibition, actives largely listed as inhibitors; 340,000 tested, under 10 active; Q99816; active = well fitted inhibition curve with a large enough effect in the main read-out, with a control signal flat, not every such curve was filed as active; inconclusive = small, poorly fitted or top-dose-only effect, or effect the other way, or a change in a side signal; inactive = no such curve, though single readings can be large or run the other way; note: potency is the fitted concentration of half-maximal effect; % of control where 0% means no effect
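FP read-out: FITC-PTAP peptide, 50 nM final, binding Tsg101 binding domain, 10 uM final; 20 min, r.t.; 10 mM HEPES pH 7.5, 0.15 M NaCl, 0.01% Tween 20, 3 mM EDTA, 0.1 mM TCEP.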
Active calls of the source: *; ? = inconclusive; nt = not tested or not shown; [ ] = dose if it differs, or a comment. Unless noted, calls come from the whole dose curve; as a rule, active = well fitted curve in the direction sought with a large enough effect; inconclusive = small, poorly fitted or top-dose-only effect, or another doubt; inactive = no such curve, though single readings can be large; an effect the other way counts as inactive or inconclusive.

SMILES	Eya2 phos inh	USP2a block	uPA generation	BCR signal inh	Mito fusion yeast	Tb PFK inh	B2AR arrestin	TCR activator	ELG1 DNA repair	TSHR antagonist	TSG101-PTAP inh
Cc1cccc(NC(=O)CSc2cccc3cccnc23)c1	-3%	2%	2%	?	-5%	0%	?	5%	2%	12	-3%
O=[N+]([O-])c1ccc(CN2CCN(c3ccc(F)cc3)CC2)o1	1%	0%	-24%	8%	-5%	-3%	-0.6%	1%	-1%	-18	1%
NS(=O)(=O)c1ccc2nc(NC(=O)c3ccncc3)sc2c1	12%	0%	-9%	?	-1%	-4%	-0.2%	12%	?	-9	6%
Clc1ccc(Cl)c(OCCCCN2CCNCC2)c1	-3%	2%	-8%	?	-8%	0%	0.0%	-2%	3%	-15	-3%
COc1ccc(NC(=O)CSc2nc3c(c(=O)n2-c2ccc(F)cc2)SCC3)cc1	-1%	1%	5%	-13%	-2%	0%	-0.1%	-4%	-1%	0	-8%
CC[n+]1ccccc1/C=C1\Sc2ccc(C)cc2N1C	16%	-1%	7.1µM*	0%	0%	-5%	0.3%	8%	2.1µM*	-11	1%
COc1ccc(-n2c(=O)c(CCC(=O)N(C)Cc3cccs3)nc3ccccc32)cc1	6%	4%	-4%	-12%	5%	-2%	-1.9%	-4%	-18%	6	0%
CCCCn1c(N)c(N(CCC(C)C)C(=O)CCN2C(=O)C3CC=CCC3C2=O)c(=O)[nH]c1=O (configuration not stated)	-9%	1%	-2%	2%	3%	-1%	-0.4%	0%	-7%	-4	-5%
O=C(CN1C(=O)/C(=C/c2ccccc2)SC1=S)Nc1cccnc1	-16%	1%	2%	0%	3%	-2%	0.3%	-1%	8%	-7	-5%
Cc1n[nH]c(=O)c2c(NC(=O)CSc3nc4ccccc4c(=O)n3-c3ccc(OC(F)F)cc3)oc(C)c12	-1%	2%	-8%	?	-1%	-2%	-0.5%	2%	13%	3	-3%
CS(=O)(=O)N1N=C(c2ccc(Br)cc2)CC1c1cccs1 (configuration not stated)	-3%	1%	-2%	?	2%	-1%	-0.1%	1%	?	-3	0%
Cc1cc(=O)n(-c2ccccc2Cl)[nH]1	-15%	4%	-2%	-8%	0%	1%	-0.1%	-4%	-15%	0	-2%
COc1ccc(C(C)NC(=O)C2C(=O)NC3(C)CC2c2ccccc2O3)cc1 (configuration not stated)	4%	0%	-4%	0%	3%	-1%	0.5%	5%	-15%	-3	-15%
Cc1nn(-c2ccccc2)c2[nH]c(C(F)(F)F)cc(=O)c12	-29%	-8%	2%	-5%	?	15%	0.0%	6%	10%	-3	-15%
CCS(=O)c1ccccc1C(=O)OC(C)C(=O)Nc1ccc(S(=O)(=O)N2CCCC2)cc1 (configuration not stated)	20%	0%	-2%	5%	-1%	3%	-0.4%	2%	2%	-1	0%
CCOc1ccc(N(C)C(=O)CCc2nnc3ccc(N4CCCC4)nn23)cc1	7%	3%	-6%	1%	-4%	0%	0.1%	3%	-2%	-9	-4%
c1ccc(SCc2nc(-c3ccncc3)no2)cc1	25%	-1%	1%	9%	1%	-5%	-0.3%	-7%	?	0	-8%
Fc1cccc(Cl)c1-c1nnc2ccc3ccccc3n12	-4%	5%	-21%	-6%	24%	0%	0.2%	1%	?	-21	-7%
O=C(c1cnn2c(C(F)(F)F)cc(-c3ccc(F)cc3)nc12)N1CCc2ccccc2C1	8%	-2%	?	1%	-2%	-11%	0.2%	-5%	1%	-3	-3%
CC(C)c1nnc(NC(=O)c2cccs2)s1	-21%	2%	?	?	10%	-2%	-0.6%	3%	?	-6	-5%
Cc1noc(C)c1S(=O)(=O)N1CCC(C(=O)NC2CCN(Cc3ccccc3)CC2)CC1	25%	-2%	1%	-3%	-6%	-1%	0.1%	-5%	?	-6	-5%
Cc1nnc(-c2ccc(Oc3ccc(Cl)cc3)c([N+](=O)[O-])c2)o1	0%	3%	1%	?	0%	2%	-0.1%	-1%[46.1 µM]	-14%	-9	3%
COc1cc(OC)c2c(-c3ccccc3)cc(=O)oc2c1C(CC(=O)N1CCN(c2ccccc2)CC1)c1ccc(N(C)C)cc1 (configuration not stated)	0%	0%	9%	?	-9%	-1%	0.4%	-14%	?	-6	nt
Cn1cc(C(=O)c2ccc(Cl)cc2Cl)cc1C(=O)N/N=C(\N)COc1ccc(Cl)cc1Cl	8%	-8%	-13%	-8%	-1%	-2%	-0.2%	-4%	23µM*	-14	-5%
O=C(c1ccc(NS(=O)(=O)c2ccccc2)cc1)N1CCN(Cc2ccc3c(c2)OCO3)CC1	-5%	0%	0%	-3%	-4%	-2%	0.0%	1%	?	-4	0%
O=C(CN1C(=O)NC2(CCCCC2)C1=O)Nc1ccc2[nH]c(=O)[nH]c2c1	3%	1%	-1%	0%	-3%	-12%	-0.1%	-6%	?	6	-3%
COc1cccc(C2NC(=O)NC(C)=C2C(=O)Nc2ccccc2C)c1 (configuration not stated)	-11%[15.4 µM]	0%	nt	4%	0%	2%	-1.1%	nt	-1%	3	nt
O=C(Nc1nnc(-c2ccc(F)cc2)s1)Nc1ccccc1F	16%	6%	4%	-2%	0%	-3%	-0.5%	6%	2%	2	0%
N#Cc1cccc(NC(=O)CCNC(=O)c2ccccc2Cl)c1	20%	1%	-4%	?	-2%	-3%	-0.2%	3%	6%	-4	-2%
Cc1ccc2c(c1)c1cccc3c1n2CCN3CCC(N)=O	14%	4%	12%	2%	-3%	-2%	-0.8%	7%	?	0	2%
CC(=O)N/C(=N\c1nc(C)cc(C)n1)Nc1ccc(Cl)cc1Cl	2%	0%	5%	1%	-3%	1%	-0.1%	0%	-12%	32	2%
Cc1cc(C(=O)NNC(=S)NCC(C)C)cs1	8%	1%	1%	?	2%	2%	-3.8%	-1%[46.1 µM]	17%	6	-3%
OC(c1ccccc1)(c1ccccc1)C1CCN(C(=S)Nc2ccc(F)cc2)CC1	-31%	1%	-20%	-2%	nt	1%	0.2%	0%	-2%	2	-5%
O=C(Cn1cc([N+](=O)[O-])cn1)N1CCc2ccccc2C1	-15%	1%	7%	4%	0%	-9%	-0.2%	1%	?	-10	1%
Cc1ccc(S(=O)(=O)N2CCCCC2)cc1NC(=O)C1CCCO1 (configuration not stated)	1%	5%	3%	0%	-1%	-2%	-0.2%	-2%	1%	-3	-3%
COc1ccccc1NC(=O)/C(C#N)=C/c1cccnc1	-7%	0%	-8%	3%	1%	1%	-0.2%	8%	0%	-1	-1%
O=C(COC(=O)c1ccccc1Cc1ccccc1)Nc1ccc(SC(F)F)cc1	-2%	-1%	2%	?	9%	3%	-1.0%	-2%[46.1 µM]	?	-17	-1%
CN1CCN(C(=O)c2cc([N+](=O)[O-])cc([N+](=O)[O-])c2)CC1	0%	2%	2%	0%	-12%	-5%	-0.3%	5%	-4%	24	-2%
Cc1ccc(CSCCNC(=O)CN(c2ccccc2)S(C)(=O)=O)cc1	-2%	0%	2%	-5%	-1%	3%	0.1%	1%	0%	3	0%
CN1CCN(c2nc3c(c(=O)[nH]c(=O)n3C)n2Cc2ccc(Cl)cc2)CC1	-7%	1%	-4%	-5%	1%	3%	0.2%	8%	5%	7	-4%
CC(=O)N1CCN(c2ccccc2NC(=O)COc2ccccc2C)CC1	1%	0%	-42%	-4%	-6%	0%	0.2%	-21%	-8%	-11	-6%
CC1(C)C(=O)C2(CCCCC2)C(=O)OC1c1cccs1 (configuration not stated)	-10%	1%	1%	9%	-3%	-1%	-0.2%	-5%	2%	-10	-1%
COC(=O)c1cc2ccccc2n1S(=O)(=O)c1ccccc1	10%	-1%	-3%	-10%	-5%	1%	0.4%	0%	-2%	-7	0%
O=C(COc1ccccc1)Nc1ccc2[nH]c(=O)[nH]c2c1	-4%	0%	-4%	6%	-4%	-4%	-0.3%	2%	8%	-6	0%
CCN(C(=O)CN1CCN(Cc2ccccc2)CC1)c1c(N)n(Cc2ccccc2)c(=O)[nH]c1=O	4%	0%	4%	-12%	-42%[inhibitor]	0%	0.5%	2%	-9%	0	-2%
O=[N+]([O-])c1cccc(/C=C/c2ccncc2)c1	-7%	1%	-3%	-1%	-1%	-6%	-1.0%	-4%	?	1	-1%
COc1ccc(S(=O)(=O)NCC2CCCN(Cc3ccc(C)o3)C2)cc1 (configuration not stated)	2%	0%	2%	19%	-2%	-8%	-0.4%	6%	-1%	-7	-2%

Screening data from PubChem BioAssay.
